NCOA2 inhibitor: inhibits human steroid receptor coactivator 2; Q15596; HEK293 GAL4-SRC2 luciferase reporter, luminescence; inhibition, % at 9 µM; 370,000 tested, 0.17% active; AID 651957;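 active means inhibition above the mean inhibition of all tested compounds plus 3 SD, set per campaign, cut at about 52% in these data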;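 further: 0% = DMSO treated cells and 100% = cells given Gossypol at 36 µM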
NR5A2 inv ag: NR5A2 inverse agonism in reporter assay; AID 602396; HEK293T StAR-luciferase reporter, LRH-1 transfected, 24 h; inhibition, % at 3.6 µM; 360,000 tested, 0.13% active; O00482;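 active means inhibition above the mean inhibition of all tested compounds plus 3 SD, cut at about 73% in these data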;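 further: 0% = DMSO wells and 100% = reporter-only cells lacking LRH-1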
NCOA3 inh: inhibitors of human steroid receptor coactivator 3 (SRC3); Q9Y6Q9; HEK293 GAL4-SRC3 luciferase reporter, luminescence; inhibition, % at 3.6 µM; 360,000 tested, 0.17% active; AID 588352;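 active means inhibition above a per-campaign cutoff, the mean of all compounds plus 3 SD, cut at about 60% in these data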;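 further: 0% = DMSO-treated cells and 100% = gossypol-treated cells at 36 µM; higher means less SRC3-driven luciferase light from the GAL4 reporter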
TRAIL sens C8: sensitizes caspase-8 expressing cells to TRAIL; AID 624354; 360,000 tested, 1% active; inhibition (viability loss, TRAIL sensitization), % at 10 µM; NB7+C8 cells + TRAIL, ATPlite viability luminescence;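 active means compounds causing at least 50% loss of cell viability in the single-dose screen, relative to plate controls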
LMP1 NFkB inh: Epstein-Barr LMP1 NF-kappaB reporter inhibition; LMP1-induced NF-kappaB luciferase reporter cells, luminescence; inhibition, % at 12.5 µM; 350,000 tested, 0.69% active; AID 504558; in the data active means inhibition above about 41%; inconclusive means no clear call, values can overlap the other calls;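 further: 0% = neutral control wells and 100% = reference inhibitor control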
TROY signal inh: inhibitors of TROY-dependent NF-kB signaling; AID 1347056; inhibition, % at 10 µM; 360,000 tested, 0.98% active; Q293 LMP1-TROYcd NF-kB luciferase reporter, 4 h;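 active means compounds whose plate-normalised and pattern-corrected inhibition of the luciferase reporter signal at the single screening dose is 50% or more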
NCOA1 inh: inhibits human SRC1 coactivator | Q15788 | HEK293 GAL4-SRC1 luciferase reporter, luminescence | inhibition, % at 3.6 µM | 360,000 tested, 0.12% active | AID 588354;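 active means inhibition above the campaign mean plus 3 SD, with each screening campaign given its own cutoff, cut at about 60% in these data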;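 further: 0% = DMSO treated cells and 100% = gossypol at 36 µM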
Target sequence (Q15788 whole entry, looked up, the tested form may be a part): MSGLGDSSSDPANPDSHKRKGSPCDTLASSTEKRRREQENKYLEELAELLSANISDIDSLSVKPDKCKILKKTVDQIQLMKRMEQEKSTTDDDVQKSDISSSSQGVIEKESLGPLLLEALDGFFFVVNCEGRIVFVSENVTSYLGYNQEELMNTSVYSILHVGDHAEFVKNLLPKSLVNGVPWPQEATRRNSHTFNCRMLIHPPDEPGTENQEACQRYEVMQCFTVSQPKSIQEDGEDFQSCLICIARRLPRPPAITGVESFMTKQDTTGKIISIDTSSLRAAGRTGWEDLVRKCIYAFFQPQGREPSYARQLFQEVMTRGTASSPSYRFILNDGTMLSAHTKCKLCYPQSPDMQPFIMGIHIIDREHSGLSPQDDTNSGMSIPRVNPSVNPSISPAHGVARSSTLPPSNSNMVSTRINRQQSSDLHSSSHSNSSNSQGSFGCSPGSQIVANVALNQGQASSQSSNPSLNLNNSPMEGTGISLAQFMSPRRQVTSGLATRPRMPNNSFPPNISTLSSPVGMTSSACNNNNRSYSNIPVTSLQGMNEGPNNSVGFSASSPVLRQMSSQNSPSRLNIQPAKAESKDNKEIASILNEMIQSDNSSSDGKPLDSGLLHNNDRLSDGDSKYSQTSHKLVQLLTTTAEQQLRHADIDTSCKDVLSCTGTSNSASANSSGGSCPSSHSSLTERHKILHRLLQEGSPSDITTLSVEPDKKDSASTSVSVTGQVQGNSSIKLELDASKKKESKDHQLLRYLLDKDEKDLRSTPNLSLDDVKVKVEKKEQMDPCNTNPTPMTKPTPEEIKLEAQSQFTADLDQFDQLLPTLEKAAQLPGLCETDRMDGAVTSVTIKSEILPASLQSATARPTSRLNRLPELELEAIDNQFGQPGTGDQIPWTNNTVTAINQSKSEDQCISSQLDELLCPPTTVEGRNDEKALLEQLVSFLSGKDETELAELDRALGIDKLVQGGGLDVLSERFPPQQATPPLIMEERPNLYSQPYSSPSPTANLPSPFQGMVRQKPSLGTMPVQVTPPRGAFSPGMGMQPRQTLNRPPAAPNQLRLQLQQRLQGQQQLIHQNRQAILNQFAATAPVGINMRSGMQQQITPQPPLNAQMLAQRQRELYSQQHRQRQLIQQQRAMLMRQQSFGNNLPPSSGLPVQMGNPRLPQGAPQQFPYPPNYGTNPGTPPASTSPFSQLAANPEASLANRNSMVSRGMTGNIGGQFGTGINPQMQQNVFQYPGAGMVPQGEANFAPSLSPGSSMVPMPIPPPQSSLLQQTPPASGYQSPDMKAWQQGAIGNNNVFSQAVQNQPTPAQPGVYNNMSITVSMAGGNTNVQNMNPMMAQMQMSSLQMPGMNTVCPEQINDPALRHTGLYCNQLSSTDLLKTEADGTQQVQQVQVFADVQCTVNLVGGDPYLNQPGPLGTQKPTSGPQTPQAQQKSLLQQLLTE
Vif imaging: blocks HIV Vif function; inhibition, % at 7.49 µM; HEK293T cells, Vif self-association by quenched fluorescence, imaging, 24 h; 340,000 tested, 0.35% active; in the data active means inhibition above about 50%, passing the limit was not always enough; inconclusive means no clear call, values can overlap the other calls; inactive means below about 31%; further: some results filed as inactive read as strong as hits
COUP-TFII inh: blocks human COUP-TFII nuclear receptor; inhibition, % at 8.6 µM; P24468; HEK293T NGFI-A luciferase reporter, luminescence; 370,000 tested, 0.7% active;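 active means inhibition above a per-plate cutoff, mean inhibition of test wells between control levels plus 3 SD, cut at about 38% in these data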;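 further: cells cotransfected with COUP-TFII expression vector driving the NGFI-A reporter; 0% = median of COUP-TF2 test wells and 100% = reporter-only cells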
NOD2-RIPK2 inh: inhibitors of human NOD2-RIPK2 interaction; O43353; CHO BLA complementation NOD2-RIPK2, CCF4 ratio; inhibition, % at 4.98 µM; 360,000 tested, 0.38% active; AID 624267; in the data active means inhibition above about 21%;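 further: 0% = vehicle only and 100% = reference blocker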
TLR9-MyD88 inh: inhibitors of human TLR9-MyD88 binding | CHO BLA complementation TLR9-MyD88, CCF4 FRET ratio | AID 504734 | 340,000 tested, 0.21% active | inhibition, % at 4.98 µM;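 active means inhibition above the mean over all tested compounds plus 3 SD, cut at about 21% in these data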;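 further: 0% = DMSO only wells and 100% = clavulanate BLA inhibitor control wells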
* marks the source's active call; other numbers are inactive results; ? = inconclusive; . = no result given. This is a subset (hit frequency here may not be typical).

SMILES	NCOA2 inhibitor	NR5A2 inv ag	NCOA3 inh	TRAIL sens C8	LMP1 NFkB inh	TROY signal inh	NCOA1 inh	Vif imaging	COUP-TFII inh	NOD2-RIPK2 inh	TLR9-MyD88 inh
O=C(COC(=O)c1cc(S(=O)(=O)N2CCCCC2)ccc1N1CCOCC1)NC1CCS(=O)(=O)C1 (centres undefined)	-8	-21	10	-12	-4	-20	-28	-12	4	-7	-7
CC1(C)CC(=O)C/C(=N\NC(=O)CCc2ccc(S(=O)(=O)N3CCOCC3)cc2)C1	-12	0	17	5	-2	6	15	8	-6	-5	1
O=c1[nH][nH]c(-c2ccccc2O)c1C(C[N+](=O)[O-])c1ccccc1 (centres undefined)	-5	-7	11	13	8	-5	6	0	10	3	4
Cc1ccc(-n2ncc3c2CCCC3NC(=O)c2ocnc2C)cc1C (centres undefined)	18	35	27	11	37	7	21	-25	66*	-2	-8
CCOC(=O)C(C)Oc1cccc2c(=O)n(CC(=O)NCCc3ccc(OC)c(OC)c3)ccc12 (centres undefined)	3	4	-7	4	-11	2	16	.	1	10	-2
O=C(NC1CCCC1)C(c1ccncc1)N(C(=O)c1ccco1)c1ccccc1 (centres undefined)	19	7	-10	0	2	-1	-14	-3	9	-7	0
COc1ccc(CNC(=O)C2CCN(C(=O)[C@@H]3Cc4ccccc4CN3)CC2)cc1	2	9	18	8	3	0	-4	2	6	-1	-2
c1ccc(-c2nc(NCc3cccnc3)c3oc4ccccc4c3n2)cc1	5	47	-11	-16	-38	-37	-15	-4	10	-5	-6
COc1ccc(NC(=O)c2ccccc2NS(=O)(=O)c2ccc(CNC(C)=O)cc2)c(OC)c1	-21	0	12	6	8	11	5	?	-5	0	-4
Cc1cc(C)cc(NC(=O)C2CCN(C(=O)[C@@H]3Cc4ccccc4CN3)CC2)c1	-1	3	-8	-8	2	-18	10	-1	10	5	2
O=Cc1c(Cl)[nH]c(=O)n1-c1ccccc1	11	-18	10	-7	1	-4	-6	-1	-3	-6	.
O=C(Nc1cccc(O)c1)c1cccc(S(=O)(=O)Nc2cccc(O)c2)c1	10	6	-16	8	49*	9	-14	4	-7	7	7
Cc1nc2ccccc2c(=O)n1N(c1ccccc1)c1ccccc1	-7	-12	2	-5	-5	-12	2	-15	5	0	-3
CCOC(=O)c1nc(C)n(-c2ccc(Cl)cc2)n1	-5	-14	-1	12	2	-22	-26	26	5	-4	-11
CCN(CC)S(=O)(=O)c1cccc(-c2nnc(SCC(=O)NC3CCCC3)n2N)c1	-13	13	12	-1	-9	-9	-5	3	-10	-8	7
COc1ccc(S(=O)(=O)N2CCCC(C(=O)NC3CCCC3)C2)cc1OC (centres undefined)	18	6	-9	-13	5	-16	-8	-4	-2	-7	-7
O=C(Nc1ccccc1C(=O)N/N=C/c1ccco1)c1ccccc1Cl	-14	4	12	2	-2	6	6	-5	4	-1	4
Cc1ccc2cc(CCNS(=O)(=O)c3ccc(Br)cc3)c(=O)[nH]c2c1C	16	3	5	12	-3	-1	10	-16	0	5	0
O=C(Nc1cccnc1)c1c(F)cccc1F	-8	-7	-3	-10	6	-4	-47	-1	5	-11	0
CC(=O)Nc1cccc(NC(=O)Nc2ccc(F)cc2F)c1	-14	-10	-1	-10	-19	0	-1	-1	-14	-9	5
CCOc1cccc2sc(N(CCN(CC)CC)C(=O)c3cccc(N4C(=O)CCC4=O)c3)nc12	10	-9	-1	-5	6	-6	-2	5	18	2	-2
CC1CN(C(=O)c2ccc(-c3cccc(C(F)(F)F)c3)o2)CC(C)O1 (centres undefined)	-1	-44	23	-3	-1	-23	10	1	10	9	-1
COc1ccc(-n2nc(C(=O)NCC(=O)N3CCC(C)CC3)c3ccccc3c2=O)cc1Cl	-63	-15	-37	28	-19	-77	-16	4	-22	7	-17
CCOC(=O)c1sc(NC(=O)C(CC)OC(=O)C(CC(C)C)NC(=O)c2ccccc2)nc1C (centres undefined)	6	11	10	6	0	11	4	26	-5	0	8
Cc1nc2c(OCc3cccc(Cl)c3)cccn2c1N(C)Cc1cccs1	-9	27	4	38	.	-24	-153	-12	7	-25	.
The list goes on.
SMILES	NCOA2 inhibitor	NR5A2 inv ag	NCOA3 inh	TRAIL sens C8	LMP1 NFkB inh	TROY signal inh	NCOA1 inh	Vif imaging	COUP-TFII inh	NOD2-RIPK2 inh	TLR9-MyD88 inh
Cc1oc(C(C)(C)C)cc1C(=O)Nc1ccc2c(c1)OCO2	-25	-36	-20	21	.	-17	-65	32	-16	-4	.
COc1ccc(CCNC(=O)C2CCCN(Cc3nc(-c4cccc(Cl)c4)oc3C)C2)cc1OC (centres undefined)	-15	-4	-2	11	-4	21	8	-24	-23	-6	-5
COc1ccc(NC(=O)c2ccc(OC(=S)N(C)c3ccc(OC)cc3)cc2)cc1	-14	3	10	7	16	13	-1	-13	13	0	-1
NC(=O)CSc1nnc(-c2cccs2)n1Cc1ccco1	7	13	15	-24	-1	-8	5	-3	0	5	1
CC(=NC1CCCCC1)c1ccc(O)cc1O	1	9	-3	0	2	-8	2	-1	15	-1	-5
Cc1cccc(/C=C2\CS/C(=C\c3cccc(C)c3)C2=O)c1	3	-15	1	-9	-28	1	-15	0	-2	-9	-10
CCOc1ccc(OCC(O)CN2CCc3ccccc3C2)cc1 (centres undefined)	-10	11	-2	-10	3	2	4	-6	-25	2	-9
COc1cccc(-c2cn(C[C@H]3CC[C@@H]([C@@H]4CC[C@H](Cn5cc(-c6cccc(OC)c6)nn5)O4)O3)nn2)c1	-2	22	-1	10	0	-6	5	-4	11	-4	4
O=C(NCc1ccco1)C(c1ccc(F)cc1)N(Cc1cccnc1)C(=O)Cn1nnc2ccccc21 (centres undefined)	-25	-6	11	-4	-1	8	-5	-6	-10	-4	6
COc1ccc(C(=O)NCCc2nnc3ccc(SCC(=O)Nc4ccccc4)nn23)cc1	9	-3	-21	-2	2	5	-2	-2	19	2	-15
COc1cccc(CN2CC(C(=O)NCCc3ccc(C)o3)CCC2=O)c1 (centres undefined)	-12	-3	-2	10	-19	-9	-28	-5	-6	1	-4
Cc1cc(C)n(-c2nncc(-c3ccccc3)n2)n1	-15	-18	-20	9	-14	-8	-17	1	-27	-5	-12
CCOc1cc(/C=C2/C(=N)N3C=CSC3=NC2=O)ccc1OCCCOc1ccccc1C	-5	21	-9	27	-5	-17	-10	-8	-6	-5	-10
Cc1ccc(C(NC(=O)C2CCN(Cc3ccc(Oc4ccccc4)cc3)CC2)c2ccccn2)cc1 (centres undefined)	-9	-4	5	11	.	-11	-1	1	-4	3	.
CCN1C(=O)[C@H]2[C@@H](c3ccc(-c4ccccc4)c(OC)c3)N[C@@](Cc3ccccc3)(C(=O)OC)[C@H]2C1=O	-1	-16	11	11	1	1	0	-4	3	-6	0
CCOc1ccc(Nc2nc(N)nc(CSC(=S)N3CCN(c4ccccc4)CC3)n2)cc1	-27	-10	-1	11	2	8	-12	18	-8	-10	4
COC(=O)c1ccccc1N1C(=O)[C@@H]2C(c3ccc(F)cc3)=NO[C@@H]2C1=O	13	5	-2	-7	-5	-3	-13	9	-14	-2	4
CSC1=NSC2=NC(=O)/C(=C/c3coc4ccc(O)cc4c3=O)C(=N)N12	-7	-1	6	-4	-1	-23	-96	-8	21	3	3
Cc1nc(SCc2ccc(C(=O)O)cc2)c2c(C)c(C)sc2n1	5	3	11	-23	0	20	-33	2	-28	0	7
CCN1CCN(S(=O)(=O)c2ccc(Cl)c(C(=O)N(C)CCOc3ccc(Cl)cc3)c2)CC1	-4	-11	-3	3	4	14	2	-9	25	-3	-3
COc1ccc(-c2cn3cccnc3n2)cc1NC(=O)c1cc(OC)c(OC)c(OC)c1	-31	20	-2	21	2	-2	11	-7	-26	0	2
CCN1C(=O)c2ccccc2S(=O)c2ccc(C(=O)N3CCCC3)cc21 (centres undefined)	4	4	-10	20	1	3	-2	-4	2	-12	11
O=C(NCc1cccs1)[C@@H]1CCCN1S(=O)(=O)c1ccccc1F	-7	14	-24	-1	-10	-6	-2	5	-9	4	6
Cc1cccc(SCc2noc(C(=O)NCC3CCCO3)c2C(=O)O)c1 (centres undefined)	0	3	-21	-3	1	-14	-8	3	8	5	-6
COc1ccc(CN2CCN(Cc3csc(C(C)=O)c3)CC2CCO)c(C)c1C (centres undefined)	24	8	21	13	10	-3	8	-2	21	-4	3
Carrying on:
SMILES	NCOA2 inhibitor	NR5A2 inv ag	NCOA3 inh	TRAIL sens C8	LMP1 NFkB inh	TROY signal inh	NCOA1 inh	Vif imaging	COUP-TFII inh	NOD2-RIPK2 inh	TLR9-MyD88 inh
CCN(CC)CCNC(C(=O)Nc1cccc(C(C)=O)c1)c1ccccc1 (centres undefined)	-12	8	7	11	2	-9	7	1	10	-5	-7
CCN(CC)CCCNc1nc(-c2ccccc2)nc2ccccc12	-15	3	12	1	-20	-8	5	6	-7	4	0
O=C(C[n+]1cccc(NC(=O)c2ccccc2)c1)c1cccc([N+](=O)[O-])c1	-8	12	1	-7	3	-14	-18	-5	-5	-4	-2
Cc1c(C)n(CCCN(C)C)c2ncnc(Nc3ccccc3)c12	-1	-29	-2	-8	2	8	-3	-1	7	-8	-9
O=C1CC(C(=O)N2CCN(c3ccccn3)CC2)CN1Cc1ccccc1Cl (centres undefined)	-3	-10	4	1	1	-2	-9	-14	2	-6	3
CCOC(=O)C1CCCN(C(=O)CCCn2nnnc2CN2CCC(C)CC2)C1 (centres undefined)	-13	6	12	3	8	6	-1	1	7	4	2
CCCNC(=O)COC(=O)/C=C/c1cccc(F)c1	-19	0	21	-2	-33	-19	-20	4	24	-2	5
O=S(=O)(Cc1ccccc1)Nc1ccc(S(=O)(=O)N2CCCC2)cc1	-29	1	9	10	-2	-6	-14	6	3	2	-1
Fc1nc(N2CCCC2)c(F)c(Oc2ccccc2Oc2c(F)c(F)nc(N3CCCC3)c2F)c1F	0	11	12	0	-18	5	-20	31	-6	6	-1
C/C(=N\NC(=S)NC(C)C)c1ccc(Cl)s1	7	-12	-21	3	-4	-13	-8	-18	7	-1	-2
CNC(=O)C1CC(=O)N(CCc2ccccc2)C(=Nc2ccc(OC)cc2)S1 (centres undefined)	-16	-3	8	5	-2	17	-20	0	-4	-5	-9
CCOC(=O)C1CCN(C2CCN(Cc3nc(-c4ccccc4)no3)CC2)CC1	22	4	14	10	4	4	5	32	23	0	-6
CCOC(=O)N=Nc1c2ccccc2c2nc3no[nH]c3nc12	-19	6	89*	96*	86*	66*	35	-5	-8	6	.
Cc1ccc(C(=O)Nc2ccccc2C(=O)NC(Cc2c[nH]c3ccccc23)C(=O)O)cc1 (centres undefined)	12	-17	-14	12	7	-25	-8	-4	4	6	4
O=C(O)CCSc1nnc(COc2ccc(Cl)cc2)n1-c1ccccc1	-10	2	0	-5	8	1	2	-14	1	2	1
Cc1ccc(NC(=O)C2CCCN2c2nn3c(=O)cc(C)nc3s2)cc1 (centres undefined)	-33	-32	1	16	6	0	10	6	15	-12	-4

Compound activity as filed in PubChem.
